DDE Tn6 FP inh = DD(E)-Tn6 binding inhibition, primary FP screen. inhibition, % at 8.3 µM. AID 720509. P02675. Fibrin DD(E) TRITC-Tn6 fluorescence polarization displacement. actives 0.21% (n = 370,000);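 active = inhibition above a per-campaign cutoff: mean of compounds within control limits plus 3 SD, cut at about 15% in these data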;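 also: 0% = median of all compound wells on the plate and 100% = blocking peptide control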
MBD2 DNA inh = MBD2-methylated oligo binding inhibition; TR-FRET, MBD2 binding to methylated oligonucleotide; inhibition, % at 4.4 µM; actives 0.31% (n = 370,000); in the data active = inhibition above about 13%
proKLK7 act = proKLK7 (human) activation, primary screen. actives 0.9% (n = 370,000). activation, % at 7 µM. AID 652039. P49862. purified proKLK7, EDANS-DABCYL substrate fluorescence; 100% is mature enzyme control, 0% vehicle;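 active = activation above the mean of all tested compounds plus 3 SD, computed per campaign excluding outliers beyond control limits, cut at about 13% in these data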
Target sequence (P49862 whole entry, looked up): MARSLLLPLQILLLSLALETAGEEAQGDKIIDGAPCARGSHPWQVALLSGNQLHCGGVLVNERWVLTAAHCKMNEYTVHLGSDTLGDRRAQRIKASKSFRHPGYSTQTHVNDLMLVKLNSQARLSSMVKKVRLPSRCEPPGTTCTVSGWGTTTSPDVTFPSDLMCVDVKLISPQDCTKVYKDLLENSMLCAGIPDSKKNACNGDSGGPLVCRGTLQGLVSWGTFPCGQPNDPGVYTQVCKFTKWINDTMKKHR
ADAM17 inh = inhibitors of human ADAM17. P78536. actives 0.83% (n = 370,000). inhibition, % at 6.95 µM. recombinant ADAM17, EDANS/DABCYL FRET peptide cleavage;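 active = inhibition above the mean of compounds lying between control limits plus 3 SD, set per campaign, cut at about 8.5% in these data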;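 also: 0% = DMSO-only wells as the low control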
PLCb3 inh = PLC-beta3 (human) inhibition, primary screen; inhibition, % at 12.2 µM; actives 0.18% (n = 370,000); Purified PLC-beta3, fluorogenic substrate, fluorescence; Q01970; in the data active = inhibition above about 11%;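 also: 0% = median of compound wells on plate and 100% = full blocker control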
UHRF1 MBD2 ctr = UHRF1 methyl-DNA binding inhibition; UHRF1 binding to methylated oligo, TR-FRET; inhibition, % at 4.4 µM; Q96T88; actives 0.75% (n = 370,000); in the data active = inhibition above about 21%;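 also: UHRF1 SRA domain binding a hemimethylated CpG hairpin DNA probe; 0% = median of test compound wells and 100% = reference inhibitor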
Target sequence (Q96T88 whole entry, looked up, the tested form may be a part): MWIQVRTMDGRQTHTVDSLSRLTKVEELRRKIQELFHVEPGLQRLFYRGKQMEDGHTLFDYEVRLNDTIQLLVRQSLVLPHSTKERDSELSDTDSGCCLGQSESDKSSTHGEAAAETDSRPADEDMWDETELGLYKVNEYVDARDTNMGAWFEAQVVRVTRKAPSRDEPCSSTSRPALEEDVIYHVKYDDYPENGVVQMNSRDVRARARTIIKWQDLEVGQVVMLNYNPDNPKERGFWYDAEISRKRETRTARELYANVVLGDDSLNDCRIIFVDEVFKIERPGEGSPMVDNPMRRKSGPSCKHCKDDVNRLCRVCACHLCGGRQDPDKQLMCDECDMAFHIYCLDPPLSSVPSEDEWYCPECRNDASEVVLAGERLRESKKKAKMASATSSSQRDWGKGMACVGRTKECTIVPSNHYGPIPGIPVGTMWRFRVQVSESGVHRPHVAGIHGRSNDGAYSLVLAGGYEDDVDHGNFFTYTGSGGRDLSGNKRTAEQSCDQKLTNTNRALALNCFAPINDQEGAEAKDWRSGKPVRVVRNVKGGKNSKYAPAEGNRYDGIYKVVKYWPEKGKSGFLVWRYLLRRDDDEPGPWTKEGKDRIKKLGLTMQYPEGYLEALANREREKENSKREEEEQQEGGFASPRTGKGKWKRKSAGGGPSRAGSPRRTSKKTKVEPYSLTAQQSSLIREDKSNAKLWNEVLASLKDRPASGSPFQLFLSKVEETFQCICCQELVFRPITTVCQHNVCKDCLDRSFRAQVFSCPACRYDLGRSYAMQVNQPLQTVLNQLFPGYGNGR
ASAP1 inh = ASAP1 ArfGAP inhibition. ASAP1-stimulated ARF1 GTP hydrolysis, GDP FP detection. inhibition, % at 16.5 µM. actives 0.19% (n = 360,000). Q9ULH1; in the data active = inhibition above about 25%;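 also: 0% = vehicle with enzyme and substrate and 100% = no enzyme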
ARFGAP1 inhibitor = rat ARFGAP1 inhibition; Arfgap1-stimulated ARF1 GTP hydrolysis, GDP FP detection; inhibition, % at 16.5 µM; actives 0.26% (n = 360,000); AID 651572; Q62848;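 active = inhibition above a per-plate limit, mean inhibition of low control wells plus 3 SD, cut at about 25% in these data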;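 also: 0% = DMSO wells with enzyme and 100% = wells lacking Arfgap1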
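Replicates: Single well per compound | Assay system: Truncated rat Arfgap1 GAP domain | Control set: No-Arfgap1 wells (100%) versus DMSO full-reaction wells (0%) | Times: Enzyme reaction 120 min at 25 °C after 20 min preincubation | Reagent: Human ARF1(Δ1-17)-GTP substrate | Measured by: Tracer-displacement fluorescence polarization with EDTA stop, 620/688 nm | Measure: Percent inhibition of Arfgap1-stimulated GTP hydrolysis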
PLCg1 inh = inhibitors of human phospholipase C gamma1; P19174; purified PLC-gamma1, fluorogenic substrate, fluorescence; inhibition, % at 12.2 µM; actives 0.84% (n = 370,000); in the data active = inhibition above about 9.5%
Tn7 DDE FP = disrupts Tn7 cyclic peptide binding to fibrin D-Dimer-E complex | inhibition, % at 8.3 µM | P02675 | actives 0.13% (n = 370,000) | FP displacement of FITC-Tn7 peptide from fibrin DD(E); 0% = median of compound wells per plate;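 active = inhibition above the mean of compounds falling within the control limits plus 3 SD of them, cut at about 14% in these data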;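 also: 0% = plate median of compound wells and 100% = 10 µM Aha-Tn7 peptide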
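Measure: % inhibition scaled between sample-field median and high-control FP; Test system: human fibrin DD(E); Quantity: 2 µM final DD(E) protein; Doses: one dose, 8.3 µM nominal; Schedule: compound with protein 10 min, then 3 h after probe, room temperature; Detection: fluorescence polarization; Medium: Tris buffer with calcium and detergent, pH 7.8.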
Starred values were filed as active, the others as inactive; x = not tested or not shown. Compounds as they come. Share with any hit: about 4.1%.

SMILES	DDE Tn6 FP inh	MBD2 DNA inh	proKLK7 act	ADAM17 inh	PLCb3 inh	UHRF1 MBD2 ctr	ASAP1 inh	ARFGAP1 inhibitor	PLCg1 inh	Tn7 DDE FP
CCCCn1c(N)c(N(CCC(C)C)C(=O)CCCc2nc3ccccc3s2)c(=O)[nH]c1=O	-8.1	7.6	-0.2	-10.0	-9.4	4.5	-1.8	11.7	5.5	-0.6
COc1cccc(C(=O)Oc2cc(C)[nH]c(=O)c2[N+](=O)[O-])c1OC	7.5	-4.5	0.1	0.6	2.8	-3.1	11.3	-8.5	1.0	4.2
CCC(=O)Nc1cc(-c2nn(C)c(=O)c3ccccc23)ccc1OC	-0.5	0.7	-0.4	5.0	-18.2	-1.1	8.4	-12.0	-9.9	0.9
COc1ccc(CN2C3=NC(c4ccccc4)CC(=O)N3/C(=C\c3ccccc3)C2c2ccccc2)c(OC)c1 (stereo unspecified)	-4.7	1.2	x	2.3	-2.5	0.2	x	x	-1.7	2.4
Cc1cccc(-n2c(SCCC(=O)O)nnc2-c2cccs2)c1C	4.8	-2.5	0.0	-5.1	-3.7	1.1	3.2	-2.2	1.4	-3.5
Cc1nc2ccc(NS(=O)(=O)c3ccccc3F)cc2s1	-9.4	2.0	-0.9	-8.5	-48.5	2.6	-5.8	3.6	-34.5	6.7
CC1CCCCC12NC(=O)N(CC(=O)N1CCN(C(=O)c3cccs3)CC1)C2=O (stereo unspecified)	-2.9	-2.2	0.2	-2.7	-3.2	-0.6	8.3	23.5	0.3	6.3
CC(NC(=O)C1CCC1)c1ccc(Br)cc1 (stereo unspecified)	-4.5	0.1	-0.6	1.3	0.4	0.8	-10.6	0.5	1.4	0.5
CCc1ccc2[nH]c(=O)c(CN(Cc3ccccc3)C(=O)Nc3ccccc3OC)cc2c1	4.7	7.4	-0.3	-4.1	-1.6	11.3	-2.4	-9.3	1.0	4.2
COc1ccccc1NC(=O)c1ccc(S(=O)(=O)N2CCC(C)CC2)cc1	5.2	3.0	0.5	1.6	-6.4	0.6	8.2	1.6	1.7	4.8
O=C(c1ccc([N+](=O)[O-])cc1)N1CCN(c2ncc(Br)cn2)CC1	-0.1	3.5	-0.1	-4.6	-7.5	4.8	10.0	2.7	-1.6	2.8
COC(=O)N/N=C\c1c(C)nn(-c2ccccc2)c1Cl	3.7	-3.0	0.2	0.3	2.2	-3.1	-11.0	-4.0	1.6	-3.7
COc1ccc(NC(=O)CSc2cn[nH]n2)cc1OC	0.4	2.7	-0.1	-0.2	-3.0	0.1	-7.4	4.6	-1.0	-2.3
CC1CCCN(S(=O)(=O)c2ccc(N(C(=O)c3cnccn3)C(C(=O)NC3CCCCC3)c3cccs3)cc2)C1 (stereo unspecified)	6.9	-6.3	0.4	3.2	6.6	-3.8	0.8	-2.2	1.2	3.3
Cn1cccc1-c1nc2ccc([N+](=O)[O-])cc2[nH]1	3.7	8.3	0.4	2.4	-39.5	19.4	-2.1	12.7	-29.0	4.1
CS(=O)(=O)c1ccc(C(=O)OCC(=O)N2CCCc3ccccc32)cc1	-1.2	-1.1	-0.1	3.3	5.2	4.7	-10.1	5.3	7.5	-7.3
CN(Cc1ccccc1N1CCCC1)C(=O)c1cc2ccccc2o1	-1.1	-0.7	-9.2	-25.6	-215.2	-3.3	-15.3	7.8	-149.2	3.9
C=CCn1c(SCC(=O)Nc2ccccc2-c2ccccc2)nnc1-c1ccc(Cl)cc1	-4.6	3.1	0.6	9.3*	-7.4	3.7	x	x	10.2*	-7.5
O=C(O)Cn1cc(C(=O)c2ccco2)c2ccccc21	8.9	3.1	0.2	-0.5	-4.8	-1.7	4.5	-4.0	-6.3	1.0
COc1ccc(-c2nc(CSCC(=O)NCCC3=CCCCC3)c(C)o2)cc1OC	-6.6	4.5	0.0	-10.2	-4.9	3.3	-12.3	0.0	-1.9	-0.1
Cc1cc(C)c2c(=O)[nH]n(C3CC(C)N(C)CC3C)c2n1 (stereo unspecified)	-9.3	-3.0	-0.8	1.4	-2.3	5.2	2.1	9.5	9.7*	-2.2
COc1ccc(S(=O)(=O)Nc2ccc3c(c2)OCO3)cc1	-5.0	2.3	0.9	-2.6	0.7	-3.7	-4.9	-1.8	1.2	7.7
Cc1cc(NCC(C)C)n2ncnc2n1	0.7	1.5	0.2	-2.3	1.2	1.8	11.8	12.8	-1.2	-9.5
C(#Cc1ccccc1)C[N+]1(CC#Cc2cccc3ccccc23)CCCC1	6.5	1.1	-0.1	5.0	-7.3	1.0	0.7	-16.6	1.5	-4.4
CCOC(=O)C1C(=O)N(O)CC1c1cccc(Oc2ccccc2)c1 (stereo unspecified)	3.1	1.6	-0.1	-0.6	3.2	1.3	2.3	1.0	0.1	3.7
CCOc1ccc(NC(=O)c2ccccc2OCC(=O)c2ccc(C)cc2)cc1	-3.7	2.4	-0.3	-0.9	6.6	-0.8	-18.9	1.8	3.3	-0.6
COCCOC1CCN(C(=O)C2CCC(=O)N(Cc3cccc(F)c3)C2)CC1 (stereo unspecified)	4.0	-2.4	-0.7	3.2	-10.0	-0.2	6.9	2.3	1.0	3.9
O=C(NCc1cccnc1)C(=O)NCC(c1ccco1)N1CCN(c2ccccc2F)CC1 (stereo unspecified)	1.4	0.6	1.2	-3.1	2.1	-1.7	-2.2	10.3	1.3	-6.7
Cc1ccc(NC(=O)C2C3CC4OC(=O)C2C4C3)cc1Cl (stereo unspecified)	1.4	-2.1	-0.1	2.5	4.6	-1.1	-8.1	11.9	9.6*	-3.0
O=C1NCN(CCO)CN1	-6.2	-4.8	-0.1	-3.1	-2.7	2.5	-5.8	-0.5	0.3	2.7
CC(C)Oc1cc(NC(=O)CS(=O)CC(=O)N(C)C)c(Cl)cc1Cl (stereo unspecified)	13.4	0.8	0.2	-0.5	2.9	-1.9	-8.2	2.0	4.6	0.7
CC1CN(C(=O)c2ccccc2)C(=Nc2cccc(S(=O)(=O)N(C)C)c2)S1 (stereo unspecified)	2.3	-0.6	-0.5	-3.3	1.1	0.2	-3.8	7.8	-35.7	2.3
CC1(C)CC(=O)C2=C(C1)N(c1ccc(F)cc1)C(=O)CC2c1cccnc1 (stereo unspecified)	2.0	-1.4	-0.4	-2.8	1.6	-1.7	5.6	0.1	1.1	-2.8
NC(=O)N1CCc2ccccc21	9.8	-4.2	-0.3	1.2	-2.8	-1.0	3.7	-4.4	0.9	3.4
O=C(CNC(=O)c1cccnc1)N/N=C/c1cccnc1	4.4	-4.6	0.2	-6.1	-5.8	-0.9	-3.4	-10.9	0.1	-4.0
CC1(C(=O)NCCCNc2ncc(C(F)(F)F)cc2Cl)C=CCN1C(=O)c1ccccc1 (stereo unspecified)	0.0	-0.3	0.1	0.4	4.7	0.6	-1.7	-8.8	1.4	-0.5
O=C(NCc1ccc(Cl)cc1)C1CCC(CNc2c(N3CCOCC3)c(=O)c2=O)CC1 (stereo unspecified)	1.3	6.6	0.2	-7.4	-13.6	0.7	-3.6	11.6	-3.5	7.3
COC(=O)/C=C1\N/C(=N\c2nc(C)cc(C)n2)N(c2ccccc2)C1=O	0.9	0.4	-0.3	1.6	-3.7	0.7	8.0	-0.3	0.4	2.2
O=C(CSc1cccc(C(F)(F)F)c1)Nc1nnc(C2CC2)s1	-7.6	1.7	0.6	-0.5	-2.2	3.5	0.4	-12.6	2.2	-0.2
O=C(C1CCN(c2nnc(-n3cccc3)s2)CC1)N1CCOCC1	-4.2	-4.9	-0.2	-0.1	-0.8	-0.4	-0.2	2.0	1.1	-5.0
Cc1csc(NC(=O)Cc2ccc(Br)cc2)n1	0.4	0.9	-0.2	6.0	4.0	3.5	2.9	-0.5	3.2	2.5

Given with bars between the fields: 14 of the compounds above.
molecule | DDE Tn6 FP inh | MBD2 DNA inh | proKLK7 act | ADAM17 inh | PLCb3 inh | UHRF1 MBD2 ctr | ASAP1 inh | ARFGAP1 inhibitor | PLCg1 inh | Tn7 DDE FP
O=C(NCc1cccnc1)C(=O)NCC(c1ccco1)N1CCN(c2ccccc2F)CC1 (stereo unspecified) | 1.4 | 0.6 | 1.2 | -3.1 | 2.1 | -1.7 | -2.2 | 10.3 | 1.3 | -6.7
Cc1ccc(NC(=O)C2C3CC4OC(=O)C2C4C3)cc1Cl (stereo unspecified) | 1.4 | -2.1 | -0.1 | 2.5 | 4.6 | -1.1 | -8.1 | 11.9 | 9.6* | -3.0
O=C1NCN(CCO)CN1 | -6.2 | -4.8 | -0.1 | -3.1 | -2.7 | 2.5 | -5.8 | -0.5 | 0.3 | 2.7
CC(C)Oc1cc(NC(=O)CS(=O)CC(=O)N(C)C)c(Cl)cc1Cl (stereo unspecified) | 13.4 | 0.8 | 0.2 | -0.5 | 2.9 | -1.9 | -8.2 | 2.0 | 4.6 | 0.7
CC1CN(C(=O)c2ccccc2)C(=Nc2cccc(S(=O)(=O)N(C)C)c2)S1 (stereo unspecified) | 2.3 | -0.6 | -0.5 | -3.3 | 1.1 | 0.2 | -3.8 | 7.8 | -35.7 | 2.3
CC1(C)CC(=O)C2=C(C1)N(c1ccc(F)cc1)C(=O)CC2c1cccnc1 (stereo unspecified) | 2.0 | -1.4 | -0.4 | -2.8 | 1.6 | -1.7 | 5.6 | 0.1 | 1.1 | -2.8
NC(=O)N1CCc2ccccc21 | 9.8 | -4.2 | -0.3 | 1.2 | -2.8 | -1.0 | 3.7 | -4.4 | 0.9 | 3.4
O=C(CNC(=O)c1cccnc1)N/N=C/c1cccnc1 | 4.4 | -4.6 | 0.2 | -6.1 | -5.8 | -0.9 | -3.4 | -10.9 | 0.1 | -4.0
CC1(C(=O)NCCCNc2ncc(C(F)(F)F)cc2Cl)C=CCN1C(=O)c1ccccc1 (stereo unspecified) | 0.0 | -0.3 | 0.1 | 0.4 | 4.7 | 0.6 | -1.7 | -8.8 | 1.4 | -0.5
O=C(NCc1ccc(Cl)cc1)C1CCC(CNc2c(N3CCOCC3)c(=O)c2=O)CC1 (stereo unspecified) | 1.3 | 6.6 | 0.2 | -7.4 | -13.6 | 0.7 | -3.6 | 11.6 | -3.5 | 7.3
COC(=O)/C=C1\N/C(=N\c2nc(C)cc(C)n2)N(c2ccccc2)C1=O | 0.9 | 0.4 | -0.3 | 1.6 | -3.7 | 0.7 | 8.0 | -0.3 | 0.4 | 2.2
O=C(CSc1cccc(C(F)(F)F)c1)Nc1nnc(C2CC2)s1 | -7.6 | 1.7 | 0.6 | -0.5 | -2.2 | 3.5 | 0.4 | -12.6 | 2.2 | -0.2
O=C(C1CCN(c2nnc(-n3cccc3)s2)CC1)N1CCOCC1 | -4.2 | -4.9 | -0.2 | -0.1 | -0.8 | -0.4 | -0.2 | 2.0 | 1.1 | -5.0
Cc1csc(NC(=O)Cc2ccc(Br)cc2)n1 | 0.4 | 0.9 | -0.2 | 6.0 | 4.0 | 3.5 | 2.9 | -0.5 | 3.2 | 2.5

Screening results deposited in PubChem BioAssay by The Scripps Research Institute Molecular Screening Center.
